KCNH2 3.1 inh = blocks the human KCNH2 3.1 channel isoform. U2OS KCNH2 3.1, thallium flux FluxOr; stronger effect = lower value. activity change, % (tested at about 1.8 µM). hit rate 0.95% among 340,000. AID 720553;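 active means maximum activity change below -70%; inconclusive means maximum activity change from -70% to -50%; inactive means maximum activity change above -50%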;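 further: thallium influx rate constant from kinetic fluorescence after stimulation buffer; on the % scale 0 is the no-effect control and ±100 the full control effect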
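U2OS cells transduced with KCNH2 3.1 mutant virus (1.77 x 10^8 /mL, 4 h), plated overnight at 37 C, loaded 45 min with FluxOr dye plus Red40 quencher. Thallium flux rate constant from kinetic reads after stimulation buffer, normalised to controls.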
ELG1 repair inh = inhibitors of ELG1-dependent DNA repair in HEK293T cells. Potency, µM (top dose mostly 46.1 µM), for the others: at the highest dose activity change, negative = inhibition, actives largely listed as inhibitors. hit rate 2.3% among 330,000. HEK293T ELG1-luciferase reporter, luminescence, 16 h; DNA damage induced by 5-fluorouridine; further: potency means the concentration at half of the fitted maximal effect; on the % scale 0 is the no-effect control and ±100 the full control effect; nearly all actives have a fitted effect of over 55% in size
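Overnight (16 hr) co-exposure of 2,000 cells/well to 5-fluorouridine and compound at 37 °C preceded detection. Luciferase was quantified via ONE-Glo luminescence; loss of signal denotes inhibition.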
TSHR antag = blocks TSH signaling through the human TSH receptor; activity change, negative = inhibition, % at 11.5 µM; TSHR-expressing cells, TSH-stimulated cAMP HTRF, 2 h; stronger effect = lower value; P16473; AID 504810; hit rate 0.2% among 330,000;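 active means activity change below a set negative limit, meaning inhibition stronger than a set level, cut at about -70% in these data; inconclusive means activity change between two set negative limits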; further: on the % scale 0 is the no-effect control and ±100 the full control effect
Target sequence (P16473 whole entry, looked up): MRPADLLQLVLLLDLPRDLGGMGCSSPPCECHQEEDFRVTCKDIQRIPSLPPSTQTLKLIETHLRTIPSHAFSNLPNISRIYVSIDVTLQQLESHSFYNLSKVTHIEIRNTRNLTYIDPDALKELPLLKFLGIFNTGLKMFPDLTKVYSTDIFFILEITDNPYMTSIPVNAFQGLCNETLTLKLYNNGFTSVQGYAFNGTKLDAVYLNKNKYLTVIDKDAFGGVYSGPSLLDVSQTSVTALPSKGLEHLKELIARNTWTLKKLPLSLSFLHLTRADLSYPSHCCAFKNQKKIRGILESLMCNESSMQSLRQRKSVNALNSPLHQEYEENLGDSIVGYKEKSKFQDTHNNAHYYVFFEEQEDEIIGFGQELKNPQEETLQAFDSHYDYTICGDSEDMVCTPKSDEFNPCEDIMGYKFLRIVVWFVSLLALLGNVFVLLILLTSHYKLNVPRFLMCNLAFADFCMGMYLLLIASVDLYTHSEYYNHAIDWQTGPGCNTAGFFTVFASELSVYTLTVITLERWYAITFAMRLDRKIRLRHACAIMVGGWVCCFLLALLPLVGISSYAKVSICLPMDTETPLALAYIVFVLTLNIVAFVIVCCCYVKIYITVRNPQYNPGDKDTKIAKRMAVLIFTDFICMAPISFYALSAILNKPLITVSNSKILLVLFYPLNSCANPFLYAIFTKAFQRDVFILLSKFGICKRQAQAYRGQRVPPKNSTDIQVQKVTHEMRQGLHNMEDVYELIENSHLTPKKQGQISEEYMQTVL
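Competitive HTRF cAMP read-out (cryptate anti-cAMP antibody, cAMP-d2; 30 min, room temperature) in freshly harvested TSHR cells. Compounds added before TSH at EC80 (4nM final), followed by 2 hours' incubation at 37 deg C.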
TCR act = activators of T cell receptors; primary human leukocytes, anti-CD3, IL-2 HTRF, 48 h; Potency, µM (doses to about 9.22 µM), without a hit: at the highest dose activation of IL-2 secretion, actives largely listed as activators; 330,000 tested, under 10 active; further: % of control where 0% means no effect
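Primary human leukocytes receive a-CD3 beads and test compound and are incubated 48 hr. Secreted IL-2 is then assayed by HTRF, measuring 665nm acceptor emission after 320nm excitation of the europium donor.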
AT treatment = potential ataxia-telangiectasia treatments restoring KAP-1 phosphorylation | Potency, µM (highest dose often 57.5 µM), inactives show at the top dose activation, usual class: activators | AID 485349 | […] A-T fibroblasts, KAP-1 phosphorylation AlphaLISA; neocarzinostatin DNA damage 30 min before lysis | hit rate 0.19% among 320,000; further: potency means the concentration at half of the fitted maximal effect; % of control where 0% means no effect; nearly all actives have a fitted effect of over 45% in size
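hTERT-immortalized A-T patient fibroblasts ([…]), 500 cells/well in OPTI-MEM, 1% FBS, got compounds for 60 min, then NCS for 30 min at 37C. Lysates were then assayed for phospho-KAP-1 by AlphaLISA (anti-pKAP1 donor, anti-KAP1 acceptor beads), 6 hr at 25C.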
Eya2 phos inh = Eya2 (human) phosphatase inhibition; AID 488837; hit rate 0.006% among 330,000; recombinant Eya2, OMFP fluorescence dephosphorylation (OMFP is methylfluorescein phosphate); Potency, µM (titrated, usually from 76.9 µM), without a hit: at the highest dose activity, negative = inhibition, actives largely listed as inhibitors; further: potency means the concentration at half of the fitted maximal effect; on the % scale 0 is the no-effect control and ±100 the full control effect
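Eya2 protein (added as 0.2 uM solution) was preincubated with compound for 10 min at ambient temperature in 50 mM HEPES pH 7.5, 50 mM NaCl, 5 uM MgCl2, 0.05% BSA, 1 mM DTT. OMFP (added at 50 uM) then reacted 10 min; fluorescence read at 485/525 nm.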
hERG WT inh = inhibitors of human wildtype KCNH2 potassium channel; Q12809; U2OS, BacMam KCNH2, thallium flux FluxOr; stronger effect = lower value; activity change, % at 1.84 µM; hit rate 0.37% among 340,000; AID 720551;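 active means maximum activity change below -70%; inconclusive means maximum activity change between -70% and -50%; inactive means maximum activity change above -50%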; further: on the % scale 0 is the no-effect control and ±100 the full control effect
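U2OS cells were transduced with wild-type KCNH2 virus (2.03 x 10^8 / mL) for 4 h at room temperature, then cultured overnight at 37 C. Thallium flux was read with FluxOr dye. Rate constants were normalized to DMSO controls.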
Mito fusion yeast = mitochondrial division inhibition or fusion activation; S. cerevisiae fusion-defective mutant growth rescue, CellTiterGlo 48 h; Potency, µM (top dose mostly 46.1 µM), inactives show at the highest dose growth rescue (activation), usual class: activators; hit rate 0.23% among 320,000;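 further: potency means the concentration at half of the fitted maximal effect; % of control where 0% means no effect; nearly all actives have a fitted effect of over 45% in size; temperature-sensitive fusion mutants such as fzo1-1 at 37 °C on non-fermentable ethanol glycerol medium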
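Temperature-sensitive fusion-defective S. cerevisiae (e.g. fzo1-1, mgm1-5) were grown with compound in YPEG medium (3% ethanol, 3% glycerol) for 48 hours at 37C. Growth rescue was measured as viability by CellTiterGlo luminescence after 10 minutes at ambient.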
USP2a block = inhibitors of human ubiquitin-specific protease USP2a | O75604 | USP2 core, Ub-CHOP2 coupled fluorogenic reporter, 485/531 | Potency, µM (titrated, usually from 38.3 µM), without a hit: at the top dose activity change, negative = inhibition, usual class: inhibitors | hit rate 0.01% among 330,000;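 further: potency means the concentration at half of the fitted maximal effect; plate controls were DMSO wells for no effect and full inhibition by NEM control for full effect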
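Deubiquitinase activity read as fluorescence (485/531 nm) after Ub-CHOP2 cleavage activates the enterokinase reporter on its substrate; USP2 core 10nM, Ub-CHOP2 and substrate 25nM each, 30min compound preincubation then 60min RT; data normalized to NEM, curves fitted.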
TRPV1 agonist = human TRPV1 agonism; Q8NER1; TRPV1-expressing cells, Fluo-8 calcium influx, agonist mode; activation, % at 8.33 µM; hit rate 0.19% among 320,000; AID 540275; in the data active means activation above about 80%; inconclusive means between about 30% and that limit; further: 0% is about no effect
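Fluo-8 calcium influx in TRPV1-expressing cells, kinetic read (ex 480/em 520 nm). Compound added and read 3 min for agonist activity, followed by capsaicin at EC20 final and 2 min further read for enhancement.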
* marks the source's active call; other numbers are inactive results; i = inactive; u = inconclusive; x = no result given; [ ] = dose if it differs, or a comment. Unless noted, the call rests on the fitted dose curve; in most records, active means well fitted curve in the direction sought with a large enough effect; inconclusive means small, poorly fitted or top-dose-only effect, or another doubt; inactive means no such curve, though single readings can be large; an effect the other way counts as inactive or inconclusive. A portion of the library; the hit share may differ from the screen's.

canonical_smiles	KCNH2 3.1 inh	ELG1 repair inh	TSHR antag	TCR act	AT treatment	Eya2 phos inh	hERG WT inh	Mito fusion yeast	USP2a block	TRPV1 agonist
CCCNc1nc(N)nc(-c2cc(Cl)ccc2OC)n1	0.3	-0.4%	0.4	3.7%	4.4%	5.1%	-1.6	-1.8%	2.0%	-0.3
CSc1nc2ccc(NC(=O)c3ccco3)cc2s1	3.9	u	-2.6	1.7%[46.1 µM]	-4.0%	-12.7%	-2.0	14.4%	1.8%	u
Cc1cc(C(=O)Nc2ccccc2C#N)n(-c2ccccc2)n1	6.4	0.9%	0.8	-2.7%	5.2%	-18.4%	-2.1	-5.4%	-4.1%	2.8
O=C(c1cc2sccc2n1Cc1ccc(F)cc1)N1CCc2ccccc21	-17.5	24.9%	-2.4	-2.2%[46.1 µM]	-0.2%	-13.2%	-4.3	26.4%	-0.5%	25.9
COc1ccc(/C=C2/SC(=O)N(CC(=O)NCCC(C)C)C2=O)cc1OC	3.4	-10.7%	0.9	x	2.0%	-2.8%	0.7	1.7%	1.8%	1.8
CCc1ccc(C2c3[nH]c4ccccc4c3CCN2C(=O)CN2CCN(CC)CC2)cc1 (stereo not drawn)	u	-3.9%	-3.0	-5.2%	-1.7%	-0.6%	i	-2.6%	1.0%	0.2
O=C1CC(N2CCN(Cc3ccccc3)CC2)C(=O)N1 (stereo not drawn)	-8.4	4.4%	-0.2	-5.1%	0.7%	10.0%	x	4.0%	2.0%	-0.8
O=C(Cc1nnc(NC(=O)Nc2ccc(F)cc2)s1)NCc1ccccc1	-3.2	0.3%	0.0	-2.8%	1.1%	15.7%	-1.1	0.3%	10.9%	0.2
COc1cc(C)c(S(=O)(=O)N2CCCC2)cc1C	-3.4	0.7%	-3.2	10.3%	1.0%	16.3%	4.7	-9.8%	2.7%	1.3
CN(CCOc1ccc(-c2ccn(S(=O)(=O)c3c(Cl)cccc3Cl)n2)cc1)c1ccccn1	-0.6	-12.4%	-33.7	-13.5%	-4.5%	-4.8%	-7.2	0.4%	-0.6%	1.4
O=C1Nc2ccccc2C(O)(C(=O)NCc2ccco2)N1c1ccc(Cl)c(Cl)c1 (stereo not drawn)	-13.2	16.0%	17.1	-0.7%	0.8%	18.9%	2.9	2.4%	-1.4%	-3.5
COc1nsnc1N1CCOCC1	0.2	6.8%	7.0	-8.1%	-8.1%	6.5%	5.1	-2.7%	3.7%	-1.8
CC(=O)N1c2ccc(S(=O)(=O)N(C)CC(=O)N(C)Cc3ccccc3)cc2CC1C (stereo not drawn)	25.1	5.5%	-99.1*	7.7%	3.9%	7.1%	-2.9	0.4%	-2.7%	4.2
O=C(O)c1ccccc1C(=O)NCC(O)COc1ccc(Cl)cc1 (stereo not drawn)	-3.9	u	10.4	2.3%	-3.8%	-12.3%	1.6	-7.0%	-2.0%	18.6
COc1cc(C(=O)Nc2ccc(C(F)(F)F)cc2)ccc1OCC(=O)N1CCOCC1	31.8	u	-10.5	-2.9%	-10.7%	-9.8%	0.7	-6.6%	-1.1%	-2.8
COc1cccc(NC(=O)CNS(=O)(=O)c2ccc3nc(C)sc3c2)c1	4.9	-7.6%	-0.7	-1.8%	3.3%	5.7%	1.9	2.8%	-2.0%	-1.6
Cc1cc(OCC(=O)Nc2cnn(CCCC(=O)O)c2)ccc1[N+](=O)[O-]	24.6	30.0%	-3.4	-3.0%	-4.3%	-2.7%	31.1	0.7%	-7.3%	-0.2
O=S(=O)(c1cccs1)N1CCC(CO)(Cc2ccc(Cl)cc2)CC1	11.3	-16.3%	0.3	-2.7%	-5.1%	6.4%	2.5	u	-0.4%	5.8
CCCC(c1nnnn1CC(=O)OCC)N(Cc1cc2c(C)cc(C)cc2[nH]c1=O)C1CCCC1 (stereo not drawn)	-24.6	-14.1%	-4.7	-3.8%	7.2%	1.7%	0.3	5.1%	-0.8%	3.6
CC(C)(C)c1cc(C(F)(F)F)n2ncc(-c3ccccc3)c2n1	6.4	-16.6%	14.7	1.3%	-9.7%	-6.8%	-9.1	11.5%	1.5%	2.3
CC(C(=O)Nc1ccncc1)(c1ccccc1)c1ccccc1	14.3	1.5%	-7.2	2.4%	3.6%	2.5%	-1.2	-4.0%	0.4%	1.0
CCC(=O)N1c2ccc(S(=O)(=O)N3CCN(c4cc(C)ccc4C)CC3)cc2CC1C (stereo not drawn)	-41.2	-7.7%	-8.5	0.6%	-3.9%	14.0%	-5.1	1.8%	-1.2%	8.5
CC(=O)N/C(=N/c1nc(C)cc(C)n1)Nc1cc(C)cc(C)c1	-29.6	u	-3.9	-6.6%	1.8%	-2.0%	0.0	-6.5%	1.7%	26.8
CC(C)CN(C(=O)COC(=O)c1ccccn1)c1c(N)n(Cc2ccccc2)c(=O)[nH]c1=O	9.2	-9.7%	30.2	2.2%	-3.6%	-33.6%	7.8	-0.5%	-0.3%	0.2
C=CCOC(=O)C1=C(C)NC(C)=C(C(=O)OCC=C)C1c1ccc(C)o1	0.5	u	14.8	1.2%	21.1%	-14.7%	-2.6	5.0%	-7.4%	u
Cc1cccc(NC(=S)NC2CCCC2)c1C	-10.8	-3.8%	-16.4	-2.4%	1.7%	-16.0%	-5.2	-17.6%	1.1%	-0.7
CCOC(=O)/C(C(N)=NCCCO)=C(/O)c1ccccc1	-3.4	0.7%	-7.9	x	0.9%	10.2%	-25.4	1.5%	-0.5%	-1.0
O=C(Cc1c[nH]c2ccccc12)N1CCN(S(=O)(=O)c2ccc(Cl)cc2)CC1	15.1	0.3%	-0.8	3.5%	3.3%	20.8%	-3.7	1.8%	0.0%	1.0
Cc1ccc(-c2nn(-c3ccccc3)cc2/C=N/n2c(-c3ccncc3)n[nH]c2=S)cc1	1.2	u	-22.5	4.6%	-12.3%	-3.8%	3.9	4.8%	2.9%	-0.1
CCCCNC(=O)N(C)c1nc2ccccc2s1	-3.5	u	-15.6	0.8%	5.2%	6.1%	14.0	18.9%	6.9%	28.0
O=C(COc1ccc(Br)cc1)N1CCN(c2ccc([N+](=O)[O-])c(N3CCCCC3)c2)CC1	-39.9	-24.3%	-31.8	2.2%[46.1 µM]	-0.8%	-2.5%	-3.1	29.6%	-3.7%	4.6
Cc1nn(C)c(C)c1-c1c(C#N)c(N)nc2c1CCCCCC2	-12.3	-13.4%	3.7	5.5%	11.0%	16.5%	41.6	3.0%	4.6%	4.1
Cc1nnc(SCc2ccc(CSc3nnc(C)c(=O)[nH]3)cc2)[nH]c1=O	-3.7	7.7%	5.6	1.5%	1.9%	17.6%	3.1	1.3%	-0.9%	-1.8
O=C(c1cccc(S(=O)(=O)NCc2ccccc2)c1)N1CCCC(C(F)(F)F)C1 (stereo not drawn)	2.9	u	10.7	-0.2%	x	-8.1%	-5.4	4.8%	-0.1%	-3.4
NC(=S)n1[nH]c(-c2ccc([N+](=O)[O-])cc2)c(N=Nc2cccc([N+](=O)[O-])c2)c1=O	-7.5	3.26µM*	u	4.4%	-3.8%	-12.5%	7.4	0.4%	3.4%	15.6
Cn1c(CNC(=O)c2ccccc2F)nnc1SCC(=O)NCc1ccccc1	3.0	5.9%	-2.4	-7.7%	1.3%	-13.7%	x	7.2%	-1.4%	-0.6
Cc1ccc2c(c1)C(=O)N1[C@H]3c4cc(Cl)ccc4OC[C@@H]3[C@H](c3ccccc3)[C@]1(C)C(=O)N2	-83.3*	-16.9%	-0.7	-2.4%	-3.7%	u	-6.8	x	3.9%	x
COc1ccc(-n2c(SCC(=O)N3CCCC3)nc3ccccc3c2=O)cc1	x	16.3%	0.6	x	-4.9%	-0.9%	x	-2.9%	0.7%	-3.9
CCN(CC)S(=O)(=O)c1cccc(NC(=S)NC(=O)/C=C/c2ccc(S(=O)(=O)N3CCOCC3)cc2)c1	-6.5	u	-13.1	-4.4%[46.1 µM]	-0.7%	-0.5%	-1.0	-4.8%	0.2%	-1.9
Cc1c(O)ccc(-c2n[nH]c(C(=O)O)c2-c2nc3ccccc3s2)c1O	9.4	u	6.6	-0.5%	35.4%	16.4%	0.5	2.1%	-0.4%	4.4
Cc1nn(C)cc1C(=O)NNC(=S)Nc1ccccc1	18.7	u	-1.3	-26.5%	-5.4%	12.9%	3.5	0.0%	1.6%	-0.2

Screening results from PubChem.
